Screening results deposited in PubChem by National Center for Advancing Translational Sciences (NCATS).
aGlu spleen mod: qHTS Assay for Inhibitors and Activators of Human alpha-Glucosidase From Spleen Homogenate. human spleen homogenate, 4-MU-alpha-glucoside fluorescence. Potency, µM (doses to about 79.9 µM), for the others: top-dose activity change, negative = inhibition, usual class: inhibitors. actives 0.006% (n = 240,000). AID 2112, 2009;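 further: 0% = enzyme with vehicle and -100% = no enzyme basal signal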
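Compounds were titrated against alpha-glucosidase in spleen homogenate at pH 5.0, with 1 mM 4-methylumbelliferyl substrate for 40 min at 37 C. Reactions were quenched with pH 10 NaOH/glycine and fluorescence measured.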
GAA inhib: qHTS Assay for Inhibitors of Human alpha-Glucosidase as a Potential Chaperone Treatment of Pompe Disease; actives 0.005% (n = 200,000); purified human GAA, 4-MU-alpha-glucoside fluorescence; Potency, µM (series often up to 76.9 µM), for the others: at the top dose activity change, negative = inhibition, hits mostly inhibitors; Lysosomal alpha-glucosidase (Homo sapiens), P10253;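 further: plate controls were uninhibited enzyme wells for no effect and no-enzyme background for full effect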
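qHTS format, compound range up to 77 uM. Human lysosomal enzyme at 4 nM, 400 uM 4-MU glucoside substrate, pH 5.0, 20 min room temperature; fluorescence after alkaline stop gives activity normalized to controls.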
HTT ATP protect: qHTS Multiplex Assay to Identify Dual Action Probes in a Cell Model of Huntington: Cytoprotection (ATP). actives 0.14% (n = 230,000). PC12 HTT-Q103 induced, cytoprotection, ATP luminescence, 40 h. AID 1471, 2008. Potency, µM (highest dose often 56.4 µM), without a hit: cytoprotection (ATP increase), most hits filed as activators;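 further: % of control where 0% means no effect; nearly all actives have a fitted effect of over 45% in size; toxic huntingtin expression switched on by the ecdysone agonist tebufenozide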
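Quantitative HTS on tebufenozide-induced (100 nM) PC12 cells expressing HTTQ103 exon 1–GFP; compounds tested as a concentration series; survival measured via cellular ATP.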
IMPase Li cell: qHTS Assay for Identifying the Cell-Membrane Permeable IMPase Inhibitors: Potentiation with Lithium; actives 0.35% (n = 210,000); Potency, µM (series often up to 59.4 µM), without a hit: at the top dose activity, negative = IMPase inhibition, usual class: inhibitors; CHO-M1 cells, IP1 TR-FRET (IP-One), carbachol + lithium;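 further: IP1 builds up when IMPase is blocked and the TR-FRET signal falls; plate controls were basal vehicle for no effect and high inhibitor control for full effect; nearly all actives have a fitted effect of over 50% in size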
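CHO cells stably expressing M1 receptor (2000/well, cultured 16–30 h) treated 30 min at 37C with compound plus low lithium. Cytosolic IP1 by TR-FRET (665/620 ratio and 620 channel) after 10 min lysis; AC50 by Hill fit.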
HttQ103 aggreg: qHTS Multiplex Assay to Identify Dual Action Probes in a Cell Model of Huntington: Aggregate Formation (GFP). Potency, µM (titrated, usually from 46.1 µM), for the others: at the top dose activity change, negative = inhibition, usual class: inhibitors. PC12 HttQ103-GFP aggregates, Acumen cytometry, 40 h. AID 1688, 2009. actives 1.1% (n = 220,000); further: on the % scale 0 is the no-effect control and ±100 the full control effect; nearly all actives have a fitted effect of over 60% in size
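Compounds (qHTS titration) were added to PC12 cells expressing an ecdysone-driven HTT exon 1 Q103–GFP fusion after induction with 100 nM tebufenozide. Aggregate formation was measured as GFP objects in cell lysates.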
RGS12 GoLoco inh: qHTS Assay for Inhibitors of RGS12 GoLoco Motif Activity (Red Fluorophore); Guanine nucleotide-binding protein G(i) subunit alpha-1 (Homo sapiens), P63096; Gai1:RGS12 GoLoco peptide FP, rhodamine, 10 min; Potency, µM (titrated, usually from 61.6 µM), without a hit: at the highest dose activity, negative = inhibition, most hits filed as inhibitors; actives 0.44% (n = 230,000); active means well fitted inhibition curve with a large enough effect, not every such curve was filed as active; inactive means no such curve, though single readings can be large or run the other way; further: on the % scale 0 is the no-effect control and ±100 the full control effect; nearly all actives have a fitted effect of over 30% in size; many of its hits are not listed in these tables
Target sequence (P63096 whole entry, looked up): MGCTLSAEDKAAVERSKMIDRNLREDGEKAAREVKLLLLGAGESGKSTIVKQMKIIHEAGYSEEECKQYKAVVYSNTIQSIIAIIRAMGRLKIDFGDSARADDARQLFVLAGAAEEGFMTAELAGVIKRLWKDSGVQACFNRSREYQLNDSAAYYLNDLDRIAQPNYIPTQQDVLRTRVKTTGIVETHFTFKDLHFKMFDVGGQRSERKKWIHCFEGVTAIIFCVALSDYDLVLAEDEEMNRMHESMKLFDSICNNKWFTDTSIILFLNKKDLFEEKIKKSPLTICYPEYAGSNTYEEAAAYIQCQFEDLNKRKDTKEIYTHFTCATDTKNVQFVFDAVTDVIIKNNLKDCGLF
GAA glycogen: qHTS Assay for Inhibitors and Activators of Human alpha-Glucosidase Cleavage of Glycogen; Lysosomal alpha-glucosidase (Homo sapiens), P10253; recombinant GAA, glycogen substrate, Amplex Red glucose oxidase fluorescence; Potency, µM (highest dose often 76.4 µM), without a hit: at the highest dose activity change, negative = inhibition, usual class: inhibitors; actives 0.38% (n = 300,000); AID 2100, 2009;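 further: 0% = full enzyme reaction and -100% = no-enzyme basal signal; the screen sought inhibitors and activators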
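qHTS, 1536-well; enzyme 4 nM final; cpd up to 77 uM; substrate bovine liver glycogen 30 ug; 50 mM citrate/phosphate pH 5.0, 0.01% Tween-20; 37 C, 40 min; Amplex Red detection 45 min RT; Hill fit → AC50.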
* hit, by the source's call; ? = inconclusive; . = not tested or not shown; & = joins results of further samples; [ ] = remark or other dose. Unless noted, the call rests on the fitted dose curve; in most records, active means well fitted curve in the direction sought with a large enough effect; inconclusive means small, poorly fitted or top-dose-only effect, or another doubt; inactive means no such curve, though single readings can be large; an effect the other way counts as inactive or inconclusive. Potency means the concentration at half of the fitted maximal effect.

SMILES	aGlu spleen mod	GAA inhib	HTT ATP protect	IMPase Li cell	HttQ103 aggreg	RGS12 GoLoco inh	GAA glycogen
CCCn1nnnc1SCC(=O)NNC(=O)C1CCCCC1	-13%	2%	-2%	-10%[38.3 µM]	18%	-7%	7%
N#Cc1c(NCCCO)nc(-c2ccco2)c2c1CCCC2	?	?	-9%	42%[38.3 µM]	3%	5%	-5%
Nc1nc(N2CCOCC2)n[nH]1	-3%	0%	-29%	-8%	-5%	8%	?
CN(Cc1cc(=O)n2ccsc2n1)c1ccccc1	-6%	7%	-4%[10 µM]	-11%	-6%	-7%	0%
Cc1cc(NS(=O)(=O)c2ccc(NC(=O)CCCC(=O)O)cc2)nc(C)n1	2%	1%	-1%	-2%	-9%	-3%	5%
CCCCn1c(CCNC(=O)c2cccs2)nc2ccccc21	-7%	-2%	-1%	27%[38.3 µM]	-6%	7%	.
CCCC1(C(=O)OCC)NC(c2ccco2)C2C(=O)N(C)C(=O)C21 (centres undefined)	5%	2%	-14%	-4%	11%	5%	-6%
COc1c(C)cc(C(=O)C2CCCN(C(=O)CCCn3cncn3)C2)cc1C (centres undefined)	3%	.	8%[10 µM]	.	-26%[9.22 µM]	-6%	-2%
COc1ccc(-c2cc(-c3ccccc3)nc(SCC(=O)Nc3ncc(C)s3)c2C#N)cc1	-1%	3%	-5%[10 µM]	-1%	14%	-3%	6%
CCOC(=O)c1c(NC(=S)Nc2ccc(OC)cc2)sc2c1CCCCC2	-8%	-9%	25%[10 µM]	-7%	?	7%	8%
COc1ccc(N2CCN(C(=O)CNS(=O)(=O)c3ccc(C)cc3)CC2)cc1	8%	0%	.	-1%	16%	3%	-8%
CN(C)Cc1ccccc1-c1cc(N(C)Cc2ccco2)ncn1	-8%	.	22%	-1%	.	4%	.
CCOC(=O)/C(=C\Nc1ccccc1C(F)(F)F)Sc1ncc(C(F)(F)F)cc1Cl	0%	-11%	-10%	48%[activator][38.3 µM]	21%	3%	6%
CC1=NN(c2ccc(S(=O)(=O)O)cc2Cl)C(=O)C1	6%	-2%	15%[10 µM]	8%	-14%[9.22 µM]	3%	-14%
Cc1ccc(-c2nnn(CC(=O)N(CC(=O)NCC3CCCO3)c3ccccc3)n2)o1 (centres undefined)	-7%	5%	-2%[10 µM]	13%[38.3 µM]	-10%	0%	4%
COc1cc(NC(=O)COC(=O)C2CC2)c(C)cc1[N+](=O)[O-]	-11%	2%	2%[1.9 µM]	-7%	4%	1%	17%
CCN(CC)S(=O)(=O)c1ccc(C(=O)OCn2c(SC)nnc(C)c2=O)cc1	-4%	-9%	-32%[10 µM]	4%	8%	6%	-6%
Cc1cc(C)c2nc(-c3ccccn3)cc(C(=O)NCc3ccco3)c2c1	-5%	6%	-28%[0.074 µM]	3%[38.3 µM]	?	17%	1%
CCOC(=O)C1CCN(C(=O)c2ccc(Cl)c(NC3=NC4CS(=O)(=O)CC4S3)c2)CC1 (centres undefined)	-3%	4%	7%	-1%	9%	-9%	0%
Cc1cc(C)n(-c2cc(O)c(-n3nc(C)cc3C)cc2O)n1	2%	12%	.	-9%	.	-4%	?
O=C(NCc1ccncc1)/C(=C/c1cccc([N+](=O)[O-])c1)NC(=O)c1ccccc1	3%	.	-9%[10 µM]	.	-6%[9.22 µM]	6%	1%
O=C1CCC(C(=O)OCc2c(Cl)cccc2Cl)N1 (centres undefined)	-10%	2%	-6%	-7%[38.3 µM]	6%	-1%	7%
CNC(=O)/C(C#N)=C/c1cccc(Oc2ccccc2)c1	12%	.	-2%[10 µM]	.	-11%[9.22 µM]	-2%	2%
Cc1cc(C)n(-c2ccc(C(=O)Nc3ccccc3N3CCOCC3)cc2)n1	-2%	-4%	-14%	.	13%	.	-1%
Cn1nc(C(=O)OCC(=O)c2ccc[nH]2)c2ccccc2c1=O	-2%	3%	-9%	6%	-4%	5%	4%
O=C(CSc1nc(O)c(C2CCCCC2)c(=O)[nH]1)N1CCOCC1	0%	-5%	4%[10 µM]	-4%	2%[9.22 µM]	5%	-6%
CCn1c(=O)c([N+](=O)[O-])c(NCCN(C)C)c2ccccc21	-3%	6%	-27%[10 µM]	-3%	-15%[9.22 µM]	12%	4%
CCN(CC)S(=O)(=O)c1cccc(C(=O)N/N=C/c2ccccn2)c1	1%	6%	7%[10 µM]	2%	-16%[9.22 µM]	15%	17%
COc1cc2c(cc1OC)C(=O)NCC(C)(C)O2	-1%	-6%	.	-14%	-4%	7%	3%
O=C(Nc1cccc(Cl)c1)N(CCN1CCOCC1)Cc1ccccc1F	2%	-10%	4%	23%[38.3 µM]	11%	-8%	2%
Cn1c(=O)oc2cc(S(=O)(=O)N3CCCC(C(=O)NCC4COc5ccccc5O4)C3)ccc21 (centres undefined)	-5%	-3%	3%[10 µM]	28%[38.3 µM]	5%	-5%	-6%
COCCOC(=O)c1c(C)oc2cc(Br)c(OCC(N)=O)cc12	5%	-5%	10%[10 µM]	-1%	10%	3%	0%
COc1ccc(CSc2nc(C)cc(C)c2C#N)cc1	2%	7%	.	19%	.	12%	-6%
Fc1ccc(Nc2ccnc(-c3ccc4c(c3)OCO4)n2)cc1	13%	.	-36%[inhibitor]	8%	.	3%	.
CC(=O)c1ccc(OC(=O)C2c3ccccc3Oc3ccccc32)cc1	-3%	-8%	-22%	9%[38.3 µM]	9%	8%	4%
Cc1cc(-c2ccccc2)c2c3c(c(-c4ccccc4)n2n1)c(=O)n(C)c(=O)n3C	-11%	3%	11%	1%[38.3 µM]	11%	17%	2%
CCCCOc1ccc(C(=O)Nc2ccncc2)cc1	-13%	-2%	-18%[0.074 µM]	9%[38.3 µM]	-12%	3%	-4%
CN(C)c1ncc2nc(-c3cc(F)cc(F)c3)c(=O)n(Cc3ccc(F)cc3)c2n1	-13%	.	-9%	6%	.	0%	.
Cc1nc2ccccc2c(=O)n1/N=C/C=C/c1ccccc1	7%	.	11%[10 µM]	.	13%[9.22 µM]	-8%	-7%
COc1cc(NC2c3ccccc3C(=O)N2Cc2ccccc2Cl)cc(OC)c1OC (centres undefined)	-6%	.	25%[10 µM]	.	14%[9.22 µM]	-6%	0%
Cc1ccc(C(=O)Cn2nc(C(=O)O)c3ccccc3c2=O)cc1C	5%	.	26%[10 µM]	.	-3%[9.22 µM]	12%	4%
Cc1ccc(CSCC(=O)N2CCN(c3ccc(F)cc3)CC2)cc1	-5%	-2%	-3%	-3%[38.3 µM]	0%	-2%	-14%
CCOC(=O)c1c(-c2ccc(C)o2)csc1NC(=O)CN1CCOCC1	3%	-14%	-9%	41%[activator][38.3 µM]	23%[9.22 µM]	-21%	-9%
CCCCCCCCCC(=O)N[C@H](CN1CCOCC1)[C@H](O)c1ccccc1	-12%&11%	.	-27%&-13%	-11%&22%	.	0%&2%	.
CCOC(=O)CSC(C)C(=O)Nc1nnc(C(C)C)s1 (centres undefined)	-10%	1%	-8%	16%	2%	-6%	4%
Cc1ccc(C)c(NC(=S)N=Nc2c(O)n(C)c3ccc(S(=O)(=O)N4CCOCC4)cc23)c1	-2%	-19%	-72%[inhibitor][10 µM]	-2%	?	6%	-6%
CC(=O)Nc1nonc1-c1nc2ccccc2n1CC1CC1	-4%	-9%	30%	8%[38.3 µM]	7.1µM*	10%	-7%
COc1ccc(S(=O)(=O)NC(CC(=O)O)c2ccco2)cc1 (centres undefined)	4%	-2%	.	-3%	11%	-7%	6%
NC(=O)CC(NC(=O)Cc1cccc2ccccc12)c1ccc(NCCOc2ccccc2)c([N+](=O)[O-])c1 (centres undefined)	-5%	.	2%[10 µM]	.	7%[9.22 µM]	-1%	3%
COc1ccc(S(=O)(=O)N2CCCCC2)cc1NS(=O)(=O)c1ccccc1F	-4%	-5%	-7%	15%	6%	7%	0%
CC1Cc2ccccc2N1C(=O)COC(=O)c1ccc(S(=O)(=O)N(C)C)cc1 (centres undefined)	1%	-10%	-20%	7%[38.3 µM]	-6%	2%	-13%
Cc1ccc(/C=C/C(=O)O)cc1S(=O)(=O)N1CCCCC1	-7%	.	-22%[10 µM]	.	-7%[9.22 µM]	0%	-4%
C=CCN(CC=C)C(=S)NC(=O)Cc1cccc2ccccc12	1%	-25%	0%[10 µM]	6%	-8%[9.22 µM]	14%	-5%
CCC/S(CC1CC1(Cl)Cl)=N\S(=O)(=O)c1ccc(C)cc1 (centres undefined)	-1%	-4%	-7%	11%[38.3 µM]	-4%	7%	-15%
O=C(C1Cc2ccccc2O1)N1CCCCC1 (centres undefined)	1%	-1%	-13%[10 µM]	3%[38.3 µM]	9%	-7%	0%
COc1nc(N(C)S(=O)(=O)c2ccc(C)cc2)nc(C)c1Cl	-5%	?	20%	1%[38.3 µM]	?	-5%	0%
COC(=O)[C@H](CCSC)NC(=O)NC1CCN(Cc2ccccc2)CC1	-11%	-3%	-20%[0.074 µM]	9%[38.3 µM]	5%	12%	-7%
CC(=O)c1cn(-c2ccc(Cl)cc2)c(=O)n(Cc2ccc(Br)cc2)c1=O	2%	4%	-46%[inhibitor]	?	-14%	15%	-17%
O=C(NC1CC1)C1=NOC(CNc2ncc(C(F)(F)F)cc2Cl)C1 (centres undefined)	0%	-2%	11%	2%[38.3 µM]	2%[9.22 µM]	1%	1%

Profiles, looked up by structure. Values in the order: aGlu spleen mod | GAA inhib | HTT ATP protect | IMPase Li cell | HttQ103 aggreg | RGS12 GoLoco inh | GAA glycogen
CCOC(=O)CSC(C)C(=O)Nc1nnc(C(C)C)s1 (centres undefined) reads -10% | 1% | -8% | 16% | 2% | -6% | 4%
COc1nc(N(C)S(=O)(=O)c2ccc(C)cc2)nc(C)c1Cl reads -5% | ? | 20% | 1%[38.3 µM] | ? | -5% | 0%
CCCCCCCCCC(=O)N[C@H](CN1CCOCC1)[C@H](O)c1ccccc1 reads -12%&11% | . | -27%&-13% | -11%&22% | . | 0%&2% | .
CC(=O)Nc1nonc1-c1nc2ccccc2n1CC1CC1 reads -4% | -9% | 30% | 8%[38.3 µM] | 7.1µM* | 10% | -7%

A portion of the library (hit frequency here may not be typical).
